tim23-1 inh: growth inhibitors of tim23-1 mutant yeast, primary screen, luminescence, uHTS; inhibition, % at 20 µM; AID 463212, 2010; 330,000 compounds, 1.3% hits; S. cerevisiae tim23-1 growth, BacTiter-Glo luminescence, 24 h;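 active = growth inhibition of the mutant yeast at or above 50%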;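 note: temperature-sensitive mutant grown at 25 °C; plate controls were DMSO-treated mutant yeast for no effect and medium wells lacking yeast for full effect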
APJ antag: antagonists of human apelin receptor APJ, primary screen, CHO-K1 cells, beta-arrestin complementation, luminescence. P35414. inhibition, % at 20 µM. 330,000 compounds, 0.32% hits. AID 2521, 2010;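 active = inhibition above about 40% at 20 µM, limit read from the data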;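 note: cells challenged with 10 nM apelin-13 agonist together with compound; plate controls were apelin-13 plus DMSO wells for no effect and DMSO wells lacking apelin-13 for full effect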
APJ ag: agonists of human apelin receptor APJ, primary screen, CHO-K1 cells, PathHunter beta-arrestin, luminescence | P35414 | 0% DMSO wells, 100% apelin | activation, % at 20 µM | 330,000 compounds, 0.11% hits | AID 2520, 2010;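 active = activation more than six SD over the plate average, tested at 20 µM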;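 note: 0% = DMSO alone and 100% = apelin-13 at 10 nM; some results filed as inactive read as strong as hits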
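Material: CHO-K1 APJ beta-arrestin complementation cell line; Input: cell density 1000 per well; Incubation: compound stimulation 90 min at 25 °C, detection 60 min; Signal: luminescence from split beta-galactosidase complementation, Galacton Star/Emerald II substrate; Controls: DMSO-only wells as negative, 10 nM Apelin-13 as positive control.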
697 NFkB inh: inhibitors of PMA/ionomycin-induced NF-kB reporter, 697 cells, primary screen, B-cell NF-kB inhibitor project, cell-based, luminescence, uHTS; 697 B-cell NF-kB luciferase reporter, 16 h; inhibition, % at 4 µM; 330,000 compounds, 0.33% hits; AID 435022, 2010; in the data active = inhibition above about 35%
Jurkat NFkB inh: inhibitors of induced NF-kB luciferase reporter, primary screen, TCR NF-kB activation inhibitor project, cell-based, luminescence, uHTS | 330,000 compounds, 0.53% hits | AID 435003, 2010 | inhibition, % at 4 µM | Jurkat, PMA/ionomycin-induced NF-kB luciferase reporter; in the data active = inhibition above about 50%
UPR CHOP act: activators of apoptotic CHOP UPR arm, primary screen, cell-based, CHO-CHOP luciferase reporter, luminescence, uHTS | 330,000 compounds, 0.34% hits | UPR activation; percent of tunicamycin response over DMSO baseline | activation, % at 10 µM;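 active = at 10 µM dose, activation of 40% or more, normalized to positive control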;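 note: 100% = tunicamycin at 10 µg/mL and 0% = DMSO alone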
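Material: CHO-CHOP cells, stable luciferase reporter of PERK-eIF2a-CHOP signalling; quantity: 500 reporter cells seeded per well; buffer or medium: F12 medium containing 10% fetal bovine serum; compound: one dose, 10 µM in 0.5% DMSO; incubation: 6 h compound treatment, 37 °C; measured by: Steady-Glo luciferase luminescence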
Mdm2-MdmX inh: inhibitors of human Mdm2-MdmX association, primary screen, cell-based, luminescence, split luciferase, SaOS-2, uHTS | Protein Mdm4 (Homo sapiens) + E3 ubiquitin-protein ligase Mdm2 (Homo sapiens), … | SaOS-2 split-luciferase Mdm2/MdmX complementation | inhibition, % at 8 µM | 330,000 compounds, 3% hits;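 active = inhibition of at least 50% at 8 µM in the primary screen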
Target sequence (O15151 whole entry, looked up): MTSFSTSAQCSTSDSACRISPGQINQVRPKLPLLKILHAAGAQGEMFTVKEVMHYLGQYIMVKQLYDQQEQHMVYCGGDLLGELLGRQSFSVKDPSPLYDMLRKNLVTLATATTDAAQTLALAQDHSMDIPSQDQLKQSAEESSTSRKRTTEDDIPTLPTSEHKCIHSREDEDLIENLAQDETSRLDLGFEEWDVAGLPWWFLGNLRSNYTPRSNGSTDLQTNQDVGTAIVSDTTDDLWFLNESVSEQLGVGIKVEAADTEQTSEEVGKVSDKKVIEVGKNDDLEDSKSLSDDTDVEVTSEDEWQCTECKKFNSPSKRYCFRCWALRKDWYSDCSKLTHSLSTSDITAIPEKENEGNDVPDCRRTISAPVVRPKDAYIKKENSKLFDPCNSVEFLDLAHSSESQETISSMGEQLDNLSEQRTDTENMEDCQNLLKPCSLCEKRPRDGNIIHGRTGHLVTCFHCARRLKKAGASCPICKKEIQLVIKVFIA
Target sequence (Q00987 whole entry, looked up): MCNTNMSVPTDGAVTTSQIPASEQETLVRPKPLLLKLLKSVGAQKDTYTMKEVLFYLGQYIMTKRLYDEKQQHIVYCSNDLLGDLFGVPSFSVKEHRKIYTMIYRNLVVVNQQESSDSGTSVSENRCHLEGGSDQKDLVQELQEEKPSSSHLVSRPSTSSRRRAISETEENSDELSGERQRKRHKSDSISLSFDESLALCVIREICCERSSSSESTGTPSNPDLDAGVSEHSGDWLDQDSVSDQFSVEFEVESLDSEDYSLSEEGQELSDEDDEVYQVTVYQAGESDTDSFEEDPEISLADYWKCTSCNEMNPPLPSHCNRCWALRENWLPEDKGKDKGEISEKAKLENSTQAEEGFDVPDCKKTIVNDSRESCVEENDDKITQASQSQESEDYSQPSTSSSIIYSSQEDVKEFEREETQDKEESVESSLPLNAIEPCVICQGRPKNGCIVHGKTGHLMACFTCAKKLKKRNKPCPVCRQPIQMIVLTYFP
XBP1 UPR activ: activators of adaptive XBP1 UPR arm, primary screen, cell-based, CHO-XBP1 luciferase reporter, luminescence, uHTS; activation, % at 20 µM; IRE1-XBP1 UPR activation; percent of tunicamycin response, DMSO as zero; AID 463104, 2010; 330,000 compounds, 0.33% hits;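 active = versus positive control, 20 µM dose yields 30% or more activation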;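 note: 100% = tunicamycin at 10 µg/mL and 0% = DMSO only wells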
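Signal: luciferase luminescence; Assay system: CHO-XBP1 luciferase reporter cells; Amount: one thousand reporter cells per well; Dosing: 20 µM single concentration, DMSO 1%; Benchmarks: high control tunicamycin 10 µg/mL final, low control DMSO vehicle only; Schedule: 6 h compound exposure at 37 °C, 5% CO2; Evaluation: percent activation relative to tunicamycin reference.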
Starred values were filed as active, the others as inactive.

nr	molecule	697 NFkB inh	XBP1 UPR activ	APJ ag	APJ antag
1	Cc1cc(C)nc(N2CCCC(C(=O)Nc3ccc4nc(C)c(C)nc4c3)C2)n1 (stereo not drawn)	18	2	7	-2
2	O=C1NN=COc2ccccc21	32	0	-1	15
3	Cc1cnc(C(=O)Nc2nc(-c3ccccc3)cs2)cn1	-7	1	-1	10
4	CCN(CC)CCC(=O)Nc1ccc2c(c1)N(C(=O)CN(CC)CC)c1ccccc1CC2	12	0	1	-11
5	Cc1cc(=O)oc(C)c1C(=O)NCCCN1CCN(c2ccc(F)cc2)CC1	22	0	-8	24
6	Cc1ccccc1-c1nc(CS(=O)(=O)CC(=O)NC2CCCC2)c(C)o1	-16	-1	0	6
7	Cc1cc(/C=N/NC(=O)c2cccc([N+](=O)[O-])c2)c(C)n1-c1ccccc1	-20	3	-3	2
8	O=C1NC(c2ccc(Cl)c([N+](=O)[O-])c2)Nc2ccccc21 (stereo not drawn)	-4	0	2	7
9	CC(=O)Nc1cccc(/C(C)=N/N2C(C)CCCC2C)c1 (stereo not drawn)	-8	-5	0	0
10	Oc1ccccc1-c1nnc(SCCN2CCOCC2)n1Cc1ccccc1	-61	0	0	13

nr	Mdm2-MdmX inh	tim23-1 inh	UPR CHOP act	Jurkat NFkB inh
1	5	25	-0.9	-4
2	17	-2	0.9	-3
3	6	-3	1.6	4
4	43	-7	-3.0	2
5	4	1	0.4	3
6	14	9	-0.8	12
7	32	30	2.2	-14
8	-22	-6	-0.7	-1
9	0	13	0.3	-25
10	69*	23	-0.1	3

Further entries:
nr	molecule	697 NFkB inh	XBP1 UPR activ	APJ ag	APJ antag
11	CCC(=O)OCC(=O)Nc1cc([N+](=O)[O-])ccc1Cl	9	1	-4	17
12	CC(=O)N1CCN(S(=O)(=O)c2cccc(C(=O)Nc3ccc4c(c3)OCO4)c2)CC1	12	4	-2	-14
13	O=C(Oc1ccc(N(C(=O)c2ccncc2)S(=O)(=O)c2cccs2)cc1)c1ccncc1	6	0	-1	7
14	COc1ccc(NC(=O)CSc2nccn2Cc2ccco2)cc1OC	-19	-3	-2	1
15	C/C=C/c1ccc(OCCN2CCc3ccccc3C2)c(OC)c1	-1	-3	-3	1
16	Cc1ccc(S(=O)(=O)N2CCN(C(=O)COC(=O)c3ccc([N+](=O)[O-])o3)CC2)c(C)c1	27	9	3	-159
17	O=C(NC1CC1)C1=C[C@H](c2ccc(C(F)(F)F)cc2)C[C@H](OCCCCO)O1	12	-1	-5	15
18	CC[n+]1c(/C=C2/C=C(C)CC(C)C2)sc2ccccc21 (stereo not drawn)	-15	-1	-2	-3
19	CCOc1ccc(C(=O)Nc2nnc(C)s2)cc1OCC	15	4	0	-3
20	CC1(C)CC(=O)C/C(=N/NC(=O)COc2ccc3ccccc3c2Br)C1	-9	-1	-4	6

nr	Mdm2-MdmX inh	tim23-1 inh	UPR CHOP act	Jurkat NFkB inh
11	17	2	-2.6	4
12	-8	2	-0.8	-5
13	-16	24	0.4	4
14	1	7	1.0	-23
15	2	8	0.1	6
16	33	33	9.4	5
17	17	-9	-2.2	4
18	11	32	1.6	-16
19	14	22	-0.6	0
20	27	11	-1.3	6

Further records
nr	molecule	697 NFkB inh	XBP1 UPR activ	APJ ag	APJ antag
21	Cc1cccc(OCCCC(=O)Nc2ccc(S(=O)(=O)N3CCCC3)cc2)c1	-15	0	2	21
22	CS(=O)(=O)c1nc(-c2ccccc2)cc(-c2ccccc2)c1C#N	13	10	0	-26
23	CCCCOc1ccc(C(=O)OCC(=O)N2CCCCCC2)cc1	-15	2	-4	6
24	O=C(NCC(=O)N1CCN(c2ccccc2O)CC1)c1ccccc1	-1	3	2	-28
25	CCOc1ccccc1N(CC(=O)NC(C)(C)C)C(=O)CCC(=O)Nc1nccs1	4	0	-2	10
26	O=C(NNc1nc(=O)c2cccnc2s1)c1ccccc1O	-22	2	1	5
27	O=C(Nc1ccc(Cl)c(Cl)c1)c1ccccc1	-126	1	1	-4
28	Cc1ccc(S(=O)(=O)N2[C@@H](c3ccc(F)cc3)C(C(=O)O)=CC[C@H]2c2ccc(Cl)cc2)cc1	4	2	2	-3
29	CCc1nnc(NC(=O)COC(=O)c2cc(OC)cc(OC)c2)s1	1	-2	-7	9
30	CCN(CC)S(=O)(=O)c1ccc(Cl)c(NC(=O)COC(=O)/C=C/c2ccc(O)c(OC)c2)c1	15	-2	-2	-2

nr	Mdm2-MdmX inh	tim23-1 inh	UPR CHOP act	Jurkat NFkB inh
21	12	22	-1.1	14
22	100*	30	68*	-30
23	11	41	0.5	4
24	2	-5	4.2	-46
25	37	15	1.0	-1
26	24	13	14	-11
27	-167	-1	1.6	-188
28	-26	9	0.2	-2
29	10	-1	-0.2	-6
30	3	-1	0.8	15

Ordered by the number under APJ antag (smallest number first): 3 of the compounds above.
item	molecule	697 NFkB inh	XBP1 UPR activ	APJ ag	APJ antag	Mdm2-MdmX inh	Jurkat NFkB inh
24	O=C(NCC(=O)N1CCN(c2ccccc2O)CC1)c1ccccc1	-1	3	2	-28	2	-46
26	O=C(NNc1nc(=O)c2cccnc2s1)c1ccccc1O	-22	2	1	5	24	-11
23	CCCCOc1ccc(C(=O)OCC(=O)N2CCCCCC2)cc1	-15	2	-4	6	11	4

Some of the entries above in another layout:
Sequence of screens – 697 NFkB inh, XBP1 UPR activ, APJ ag, APJ antag, Mdm2-MdmX inh, tim23-1 inh, UPR CHOP act, Jurkat NFkB inh
25. CCOc1ccccc1N(CC(=O)NC(C)(C)C)C(=O)CCC(=O)Nc1nccs1
    4, 0, -2, 10, 37, 15, 1.0, -1
26. O=C(NNc1nc(=O)c2cccnc2s1)c1ccccc1O
    -22, 2, 1, 5, 24, 13, 14, -11
27. O=C(Nc1ccc(Cl)c(Cl)c1)c1ccccc1
    -126, 1, 1, -4, -167, -1, 1.6, -188
28. Cc1ccc(S(=O)(=O)N2[C@@H](c3ccc(F)cc3)C(C(=O)O)=CC[C@H]2c2ccc(Cl)cc2)cc1
    4, 2, 2, -3, -26, 9, 0.2, -2

Remaining list, next part:
nr	molecule	697 NFkB inh	XBP1 UPR activ	APJ ag	APJ antag
31	COCc1nc2ccccc2n1Cc1ccccc1C	9	1	-3	-12
32	O=C(CSc1nc2ccccc2s1)Nc1ccc2c(c1)oc1ccccc12	-20	-3	-2	-7
33	COc1ccccc1CN1CCN(C(=O)c2ccco2)CC1	-6	-2	-1	-8
34	COc1cc(SC)ccc1C(=O)Nc1ccncc1	-28	2	-3	-26
35	C=CCN(CC=C)c1cnn(-c2nc3ccccc3[nH]2)c(=O)c1Cl	-83	-4	-1	-31
36	O=C(CSc1nc2ccccc2c(=O)n1CCCN1CCOCC1)Nc1ccccc1OC(F)F	-14	1	-4	5
37	CC(NC(=O)CCCn1cc([N+](=O)[O-])cn1)c1ccccc1 (stereo not drawn)	-3	0	-3	8
38	CCCCn1c(CN2CCN(C(=O)OCC)CC2)nc2c1c(=O)n(C)c(=O)n2C	11	-3	-3	9
39	CCCc1cc(C(=O)NNC(=S)NCC)c2ccccc2n1	13	2	-5	15
40	COc1cccc(CNC(=O)CCNC(=O)c2ccco2)c1	-2	2	4	-1

nr	Mdm2-MdmX inh	tim23-1 inh	UPR CHOP act	Jurkat NFkB inh
31	0	2	-0.6	-11
32	-45	-4	-2.0	-9
33	12	-10	0.7	3
34	-43	16	1.5	-15
35	-179	37	1.8	-84
36	27	15	0.8	13
37	-4	4	0.0	-6
38	8	6	1.8	12
39	-3	5	0.7	-2
40	12	12	-0.4	9

(more compounds)
nr	molecule	697 NFkB inh	XBP1 UPR activ	APJ ag	APJ antag
41	COc1ccccc1Cn1c(=S)[nH]c2ccc(F)cc2c1=O	1	-3	0	19
42	CC1CCCCN1C(=O)CSCC(=O)Nc1nc(-c2cccs2)cs1 (stereo not drawn)	-10	0	1	9
43	COC(=O)Cc1c(C)nc2nc(-c3ccco3)[nH]n2c1=O	2	0	1	1
44	O=C(CCS(=O)(=O)c1ccc(F)cc1)N1CCOCC1	-17	-3	-2	-5
45	Cc1nn(Cc2ccccc2)c(C)c1NC(=O)Cn1nc([N+](=O)[O-])c(Cl)c1C	3	-1	-2	3
46	CC1Cc2ccccc2N1C(=O)CN1C(=O)COc2ccccc21 (stereo not drawn)	11	3	0	-26
47	COc1ccc(CC(=O)Nc2nc(-c3ccncc3)cs2)cc1	5	-1	-1	10
48	COc1ccc(C2(C(=O)N3CCOCC3)CCOCC2)cc1OC	12	2	-3	-6
49	Cc1ccc(-c2csc(N(CC3CCCO3)C(=O)c3ccco3)n2)cc1 (stereo not drawn)	-47	7	-3	14
50	CCCOc1ccc(C(=O)c2nc3c(n2O)CCCCC3)cc1	-14	0	-2	-10

nr	Mdm2-MdmX inh	tim23-1 inh	UPR CHOP act	Jurkat NFkB inh
41	3	9	1.0	8
42	2	42	4.1	-10
43	22	-6	-4.1	7
44	21	9	0.3	-9
45	2	17	0.4	7
46	12	6	-0.9	0
47	-5	7	1.4	-1
48	15	5	0.0	1
49	-5	5	-0.6	-30
50	9	13	-1.0	6

(continued)
nr	molecule	697 NFkB inh	XBP1 UPR activ	APJ ag	APJ antag
51	COCCCn1c(=O)c2ccccc2n(Cc2ccccc2)c1=O	10	-3	-4	22
52	C(=C\c1ccccc1)/CNCC1CCCO1 (stereo not drawn)	24	1	1	-3
53	CCOc1nc(NCCO)nc(Nc2ccc([N+](=O)[O-])cc2)n1	7	1	0	2
54	Cc1cccc(/C(N)=N/OC(=O)c2cccnc2)c1	-132	1	2	-5
55	C=CCOc1ccc(/C=C/C(=O)OCc2csc(CC(=O)Nc3ccccc3C)n2)cc1	8	-1	3	-46
56	CC(C)NC(=O)NC(=O)COc1cccc2c1OC(C)(C)C2	9	2	-2	1
57	COc1ccccc1CNC(=O)CN(c1ccc(C)cc1)S(=O)(=O)c1c(C)n[nH]c1C	-9	-3	-1	-8
58	N#Cc1c2n(c3c(=O)n(Cc4ccccc4Cl)cnc13)CCCC2	4	-1	-3	33
59	O=C(CCS(=O)(=O)c1ccc(Br)s1)Nc1ccccc1Br	-3	5	-7	6
60	Cc1cnc(NC(=O)c2sc(Nc3ccccc3)nc2N)o1	-45	2	-4	-3

nr	Mdm2-MdmX inh	tim23-1 inh	UPR CHOP act	Jurkat NFkB inh
51	22	21	1.2	-6
52	-16	-1	1.3	9
53	14	7	-0.1	8
54	-58	35	1.6	-73
55	41	9	3.7	-19
56	3	11	-0.4	1
57	-16	6	2.7	-1
58	-42	49	-0.5	0
59	-5	19	2.4	-3
60	7	53*	7.3	-54

Compounds were not picked by outcome; overall some 5% were active at least once.
